Lmaj promast = reduces viability of Leishmania major promastigotes | resazurin fluorescence viability | inhibition, % at 10 µM | actives 9% (n = 200,000);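 note: promastigotes grown with compound for 44 hours at 28 °C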
PMI act = activators of human phosphomannose isomerase; purified human PMI, coupled resazurin fluorescence, 20 min; active compounds read high; 1 = vehicle control, 0 substrate-free wells; activation factor at 20 µM; actives 0.005% (n = 190,000); AID 1214;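 active = activation factor of 2 or more at 20 µM, relative to plate controls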
Target sequence (P34949 whole entry, looked up): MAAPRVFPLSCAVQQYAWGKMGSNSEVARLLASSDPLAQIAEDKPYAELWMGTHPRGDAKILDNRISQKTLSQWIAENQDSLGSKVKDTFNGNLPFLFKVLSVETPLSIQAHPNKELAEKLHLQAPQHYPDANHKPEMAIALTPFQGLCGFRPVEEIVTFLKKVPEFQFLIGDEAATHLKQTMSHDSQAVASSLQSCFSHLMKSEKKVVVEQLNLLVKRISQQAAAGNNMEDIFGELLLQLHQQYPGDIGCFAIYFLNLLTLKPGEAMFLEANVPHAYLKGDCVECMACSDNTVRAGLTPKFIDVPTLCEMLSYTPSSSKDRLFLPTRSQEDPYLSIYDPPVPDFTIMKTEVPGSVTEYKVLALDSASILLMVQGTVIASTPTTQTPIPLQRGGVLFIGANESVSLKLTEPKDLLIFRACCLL
Diaph inh CS = inhibits diaphorase or chemically oxidizes, flagging diaphorase assay artifacts; actives 0.69% (n = 190,000); diaphorase resazurin-to-resorufin fluorescence, NADH, 16 min; bacterial (C. kluyveri) enzyme, not human; inhibition, % at 20 µM;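 active = primary screen inhibition at 20 µM above a set limit, cut at about 50% in these data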;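 note: plate controls were DMSO with full reaction for no effect and wells lacking NADH for full effect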
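Test system: bacterial diaphorase enzyme (C. kluyveri); Quantity: 0.14 U/mL diaphorase, enzyme working solution; Times: reaction incubation of 16 min at room temperature; Measured by: fluorescence of resorufin formed from resazurin, Ex 544/Em 590 nm; Benchmarks: positive control minus NADH, DMSO neutral control.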
RAM inhibit = yeast RAM network inhibition; inhibition, % at 50 µM; actives 1.8% (n = 190,000); S. cerevisiae dse1pr::URA3 reporter, 5-FOA growth OD615, 2 d; analog-sensitive cbk1-as2 kinase mutant strain;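 active = inhibition above a set limit, 3 SD over mean compound inhibition, cut at about 8.4% in these data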;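 note: 0% = DMSO-only wells with no growth and 100% = 10 µM 1-NA-PP1 full growth; inhibition rescues growth on 5-FOA so higher OD means more RAM inhibition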
TLR4-MyD88 BLA = blocks binding of human TLR4 to MyD88 | actives 0.18% (n = 200,000) | HeLa CL3-4 TLR4/MyD88 BLA complementation, FRET ratio | inhibition, % at 8.4 µM; in the data active = inhibition above about 25%;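 note: 0% = vehicle and 100% = reference inhibitor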
DTT redox prof = compounds producing H2O2 with reducing agent – biochemical, NIH compound library profiling, artefact control for MLSCN library redox annotation, primary screen | activation, % at 10 µM | DTT-dependent redox cycling H2O2, phenol red/HRP absorbance; 100% = 100 µM peroxide control, 0% = buffer | actives 0.03% (n = 200,000);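 active = activation of at least 50% relative to the plate's high and low controls in the primary single-dose screen; inactive = activation below 50%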;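 note: compound incubated with DTT at 0.8 mM final as the reducing agent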
Hsp70 activator = transcriptional activators of Hsp70. actives 0.04% (n = 200,000). AID 1203. activation, % at 10 µM. HeLa Hsp70 promoter luciferase reporter, luminescence; scaled: vehicle 0, proteasome-inhibitor control 100%;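 active = activation above the mean across all tested compounds plus 3 SD, cutoff set per campaign, cut at about 5.5% in these data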;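 note: 100% = MG132 at 30 µM as the positive control and 0% = DMSO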
PMI act satM6P = activators of human phosphomannose isomerase at near-saturating mannose 6-phosphate. actives 0.34% (n = 190,000). coupled PMI enzyme assay, resazurin fluorescence, 20 min; active compounds read high; 1 = untreated enzyme, 0 = substrate-free blank. P34949. activation factor at 20 µM;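 active = activation factor of 2 or more at 20 µM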
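Test system: human PMI in coupled enzyme assay; Input: PMI at 15 ng/mL final; Medium: HEPES buffer, pH 7.4; Schedule: 20 min incubation at room temperature; Technique: resorufin fluorescence at Ex 544/Em 590 nm; Compound: 20 µM single dose; Probe or stimulus: Near-saturating mannose-6-phosphate, 1.0 mM.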
Diaph act CS = counter-screen for diaphorase-based assays: diaphorase activators and chemical reducers; Diaphorase/resazurin coupled assay, resorufin fluorescence, 16 min; active compounds read high; 1 = vehicle wells, 0 = NADH-free wells; activation factor at 20 µM; actives 0.005% (n = 190,000); AID 1229;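 active = diaphorase activity raised at least twofold by the compound at 20 µM; inactive = activation factor below 2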
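Test system: Clostridium kluyveri diaphorase, purified enzyme; input: enzyme 0.07 U/mL final; buffer or medium: 50 mM HEPES pH 7.4 with 4.542 mM MgCl2, 0.005% Tween 20; also added: 0.114 mM NADH and 0.1 mM resazurin, final amounts; schedule: 16 min enzyme reaction, ambient temperature; technique: fluorescence of resorufin, 544 nm excitation, 590 nm emission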
G6PDH counter = inhibits Leuconostoc G6PDH, flagging false hits in G6PDH-based assays. Purified L. mesenteroides G6PDH, diaphorase/resazurin coupled fluorescence, 45 min. actives 0.12% (n = 200,000). inhibition, % at 5 µM. AID 1020
S1P3 antagonist = antagonists of human S1P3 receptor | inhibition, % at 4.98 µM | AID 485 | actives 0.27% (n = 170,000) | CHO S1P3 NFAT-BLA reporter, FRET fluorescence, antagonist mode;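 active = inhibition above the plate cutoff, the mean inhibition of test wells on that plate plus 3 SD, cut at about 28% in these data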;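 note: cells challenged with S1P at its EC80 of 0.8 µM; blue over green emission ratio from cleaved BLA substrate after 4 h stimulation; 0% = S1P-stimulated wells and 100% = unstimulated DMSO-only wells; some compounds past the cut are filed as inactive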
Target sequence (Q99500 whole entry, looked up): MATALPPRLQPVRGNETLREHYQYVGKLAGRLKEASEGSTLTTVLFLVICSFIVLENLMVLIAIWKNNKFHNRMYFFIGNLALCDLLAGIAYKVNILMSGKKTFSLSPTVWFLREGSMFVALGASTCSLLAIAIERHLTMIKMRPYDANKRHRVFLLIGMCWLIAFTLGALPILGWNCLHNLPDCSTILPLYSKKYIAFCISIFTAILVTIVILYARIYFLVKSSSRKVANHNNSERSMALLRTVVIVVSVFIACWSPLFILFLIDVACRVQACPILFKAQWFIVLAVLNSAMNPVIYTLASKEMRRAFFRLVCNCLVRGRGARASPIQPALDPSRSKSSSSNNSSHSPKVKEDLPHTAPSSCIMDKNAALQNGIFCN
Starred values were filed as active, the others as inactive; · = no result given. Cut-off read from the data, not from the text of the source, unless noted: active = inhibition above about 50%; inactive = the rest.

mol	Lmaj promast	PMI act	Diaph inh CS	RAM inhibit	TLR4-MyD88 BLA	DTT redox prof	Hsp70 activator	PMI act satM6P	Diaph act CS	G6PDH counter	S1P3 antagonist
Cc1ccnc(SCc2cc(=O)c(OC(=O)c3ccco3)co2)n1	-6	1	16	0.5	10	-0.1	-0.3	1	0.8	-7	-19
O=C(O)CCC(=O)NNC(=O)c1ccc(Br)cc1	-4	1.1	11	0.1	-12	0.3	-0.3	0.9	0.9	1	3
O=S(=O)(c1ccc(Cl)c(F)c1)N1CCC(c2nc(-c3ccncc3)no2)CC1	0	1	-5	3.1	9	1.0	-0.3	1.1	1.1	6	49
CC(=O)c1c(CC(=O)O)[nH]n(-c2nc3ccccc3s2)c1=O	-9	1	16	1.5	1	0.4	-0.2	1	0.8	26	·
CCOc1cc(S(=O)(=O)NCCc2ccc(OC)c(OC)c2)c(OCC)cc1-n1cnnn1	-4	1.1	7	3.8	0	-0.3	0.4	1	0.9	13	·
Cc1ccccc1CN(c1ccc(C(=O)NCC2CCCO2)cc1)S(C)(=O)=O (stereo unspecified)	-4	1.1	4	3.8	6	-1.2	-0.3	1.1	1	0	-24
Cc1coc(NC(=O)CSc2nc(-c3ccc(Cl)cc3)cc(C(F)(F)F)c2C#N)n1	-4	1	2	2.5	14	-0.7	-0.2	1.1	1	0	·
COC(=O)c1cc(OC)c(OC)cc1NC(=O)c1cc(OC)cc(OC)c1	-4	·	·	6.0	11	0.1	-0.4	·	·	17	1
O=C(NCc1ccccc1)Oc1cccc(Cl)c1	-13	1	3	0.6	11	-0.8	-0.1	1	1	-1	·
Cn1c(CSCc2ccccc2)nnc1SCC(=O)Nc1ccc(C(=O)O)cc1	-7	1.1	-12	5.6	-15	0.9	-0.2	1.2	1.1	-2	-15
N#CCSc1nnc(CNc2ccc(F)cc2)o1	2	0.8	25	0.6	-1	0.9	0.3	0.6	0.8	2	·
O=C1COc2ccc(C(=O)COC(=O)Cn3cnc4ccccc43)cc2N1	11	1.2	-15	2.7	-11	-0.7	0.1	1.2	1.2	9	-10
CCN=C(Nc1ccc(Cl)cc1)c1cccnc1	-2	1	11	-0.1	6	-3.3	-0.3	1	0.9	2	·
CCOc1ccc(C(=O)/C=C/Nc2ccc(S(=O)(=O)Nc3onc(C)c3C)cc2)cc1	1	1	5	5.8	16	-0.4	-0.2	1.1	1	9	-3
Cc1ccccc1OCC(=O)Nc1ccccc1N1CCCCC1	31	1	5	2.1	-11	1.9	-0.4	1.1	1	-1	-9
Cc1cccn2c(=O)c(C=O)c(N3CC(C)OC(C)C3)nc12 (stereo unspecified)	-4	1	-12	0.4	-5	3.6	-0.3	1	1.1	7	5
NC(=O)CC[C@H](NC(=O)c1ccc(F)cc1)C(=O)OCC(=O)NCc1ccc(F)cc1	0	1	2	1.8	5	-2.5	-0.3	1	1	6	-13
O=C(COc1ccc(/C=N/NC(=O)c2ccc(O)cc2)cc1)Nc1ccc([N+](=O)[O-])cc1	-7	0.8	0	2.9	0	-0.1	-0.5	0.8	1	2	-15
NS(=O)(=O)c1cccc(NC(=O)COC(=O)c2cc(-c3ccc(Cl)cc3)nc3ccccc23)c1	-3	1.1	8	7.5	4	0.3	0.0	1.3	0.9	-32	-11
CCC(=O)NC(=S)Nc1cccc(Cl)c1N1CCCC1	16	0.8	9	4.0	-4	-0.8	-0.2	0.9	0.9	22	0
Oc1c(CN2CCCCC2)cc(COCc2ccccc2)c2cccnc12	100*	0.5	48	-2.0	-7	0.0	-0.2	0.8	0.5	11	32
O=C(NCCCN1CCOCC1)c1ccccc1	-5	1	18	3.4	-1	0.3	-0.6	1	0.8	-5	·
CCOC(=O)c1nn(-c2ccccc2)c(-c2ccccc2)c1C(=O)c1ccccc1	19	0.9	21	3.5	-13	-3.8	-0.1	0.9	0.8	6	·
O=C(CCCC(=O)N1CCN(c2ccccc2F)CC1)N1CCN(c2ccccc2F)CC1	-6	1.1	6	0.5	-4	-1.3	0.1	1.1	0.9	12	-8
Cc1cc(C)n(C(=O)c2cc(F)c(F)cc2C)n1	0	1	9	-0.2	-4	-0.5	-0.2	1	0.9	12	-11
COCCCNC(=O)CS(=O)Cc1nc(-c2cccc(OC)c2)oc1C (stereo unspecified)	1	1	2	0.2	-4	2.2	-0.3	1	1	14	-7
Cc1c(Cl)cccc1NC(=S)N(CCN(C)C)C(C)c1ccccn1 (stereo unspecified)	25	1.1	-1	0.4	-5	0.0	-0.3	1.1	1	12	-9
Cc1cccc(C)c1NS(=O)(=O)c1c(C)[nH]c(=O)[nH]c1=O	-9	1.1	1	-0.5	9	0.1	-0.6	1	1	0	-18
CCc1c(C(=O)Nc2ccc(OC)c(Cl)c2)[nH]c(C)c1C(C)=O	24	1	10	4.1	-6	0.1	-0.1	1	0.9	1	46
COc1ccc(C(=O)n2cc(C(=O)c3cc(C)ccc3O)cn2)cc1OC	-10	1.2	-11	1.1	-8	0.0	-0.5	1.1	1.1	18	13
CCCCn1c(=O)n(CC(=O)Nc2ccc(OC)c(Cl)c2)c(=O)c2c1nc(CO)n2CCC	1	0.8	14	1.5	-6	-0.1	-0.1	0.9	0.9	5	·
CCOC(=O)N1CCN(C2=CC(=O)OC23CCCCC3)CC1	-6	1	-9	1.0	-7	0.7	2.5	1	1.1	-2	3
CC(=O)Nc1ccc(S(=O)(=O)NCCc2cc3c(C)ccc(C)c3[nH]c2=O)cc1	-6	1	4	0.8	-4	-0.1	0.5	1	1	-8	-12
CN(C)c1ccc(CNc2nc(-c3ccccc3)nn2S(C)(=O)=O)cc1	5	1	21	1.6	-8	-1.0	0.0	0.9	0.8	3	5
COc1cc(/C=C2\SC(=O)N(CCNC(=O)c3cnc(C)cn3)C2=O)cc(OC)c1OC	17	0.9	9	0.9	2	-0.4	-0.4	0.9	0.9	-38	-10
O=C(Cc1noc2ccccc12)NNC(=S)Nc1ccccc1	-5	0.9	21	0.5	-1	2.0	-0.3	0.9	0.8	9	-7
COc1ccc(C2NC(=O)NC3=C2CCc2ccccc23)cc1 (stereo unspecified)	1	0.3	74*	0.0	-9	1.7	0.1	0.2	0.3	18	-20
Cc1ccc(NC2=NCC(=O)N2C2CCCC2)c(C)c1	30	1.1	10	1.5	-5	-0.3	0.0	1.1	0.9	7	·
COc1ccccc1C(=O)N=C1NC(=O)CC2C(=O)NCCN12 (stereo unspecified)	-8	1	9	2.5	-4	-0.4	-0.4	0.9	0.9	8	-11
O=C1C2C(C(=O)N1/N=C/c1cc(Br)cc([N+](=O)[O-])c1O)C1C=CC2C12CC2 (stereo unspecified)	2	1	11	-0.7	-1	-1.0	0.2	1.1	0.9	-22	·
CCOC(=O)c1sc(=S)n(-c2ccc(Cl)cc2)c1SC	-7	0.9	17	1.5	-5	0.7	-0.1	1	0.8	4	·
COc1cc2c(cc1OC)C(c1ccccc1)N(C(=O)CCl)CC2 (stereo unspecified)	99*	1.1	10	0.6	13	0.7	-0.2	1	0.9	7	·
Cc1ccc(-c2cc(C(=O)OCC(=O)N(C)C3CCS(=O)(=O)C3)c3ccccc3n2)c(C)c1 (stereo unspecified)	-1	1.1	4	2.5	13	0.3	0.0	1	1	-4	-2
CC1CCN(C(=O)CN(c2ccc3c(c2)OCO3)S(C)(=O)=O)CC1	-1	1	3	1.5	9	1.0	-0.4	1	1	3	-1
O=C(Nc1nc2ccccc2s1)c1ccc2c(c1)OCO2	9	1	12	3.3	-9	0.0	-0.5	1.1	0.9	-15	-3
COc1ccc2c(c1)CCc1cnc(N)nc1-2	3	0.7	30	0.8	-1	-1.7	-0.3	0.4	0.7	17	-6
Clc1ccc(C(c2nnnn2CCc2ccccc2)N2CCSCC2)cc1 (stereo unspecified)	26	0.9	21	0.9	10	2.2	-0.1	0.9	0.8	-14	·
Oc1ccc(N=Nc2cccc(C(F)(F)F)c2)cc1C=Nc1ccc(N2CCOCC2)cc1	91*	0.8	15	5.5	-11	-0.4	0.0	0.7	0.9	11	-15
CCOc1cc(/C=C2/NC(=O)N(CC(=O)OC)C2=O)ccc1O	-3	1	12	0.8	-21	-0.6	-0.5	1	0.9	0	-4
Cc1ccsc1/C=N/NC(=S)NCCc1ccccc1	-10	0.9	19	2.0	-2	-1.6	0.2	0.8	0.8	-5	-13
N=C1SC(c2ccccc2)C(=O)N1c1ncc(Cc2ccccc2)s1 (stereo unspecified)	50	1	16	3.7	-16	·	0.1	1	0.8	14	-14

Looked up one by one from the list above (6):
mol	Lmaj promast	PMI act	Diaph inh CS	RAM inhibit	TLR4-MyD88 BLA	DTT redox prof	Hsp70 activator	PMI act satM6P	Diaph act CS	G6PDH counter	S1P3 antagonist
COc1ccc(C2NC(=O)NC3=C2CCc2ccccc23)cc1 (stereo unspecified)	1	0.3	74*	0.0	-9	1.7	0.1	0.2	0.3	18	-20
O=C1C2C(C(=O)N1/N=C/c1cc(Br)cc([N+](=O)[O-])c1O)C1C=CC2C12CC2 (stereo unspecified)	2	1	11	-0.7	-1	-1.0	0.2	1.1	0.9	-22	·
Oc1ccc(N=Nc2cccc(C(F)(F)F)c2)cc1C=Nc1ccc(N2CCOCC2)cc1	91*	0.8	15	5.5	-11	-0.4	0.0	0.7	0.9	11	-15
Cc1ccsc1/C=N/NC(=S)NCCc1ccccc1	-10	0.9	19	2.0	-2	-1.6	0.2	0.8	0.8	-5	-13
Clc1ccc(C(c2nnnn2CCc2ccccc2)N2CCSCC2)cc1 (stereo unspecified)	26	0.9	21	0.9	10	2.2	-0.1	0.9	0.8	-14	·
N=C1SC(c2ccccc2)C(=O)N1c1ncc(Cc2ccccc2)s1 (stereo unspecified)	50	1	16	3.7	-16	·	0.1	1	0.8	14	-14

Source: PubChem BioAssay
